PI4K2A inh – inhibitors of human PI4K2A. purified PI4K2A, ADP-Glo luminescence, 1 h; hits give low values. activity change, negative = inhibition, % at 76.9 µM. hit rate 0.13% among 420,000; in the data active = activity change below about -50%; inconclusive = mostly about -30% to -49%;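 also: -100% = wells without enzyme as full effect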
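In this quantitative HTS, ADP production by PI4K2A was quantified luminescently after 1 h at ambient temperature; 100 microM adenosine served as plate-quality control.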
12-LOX inh – inhibitors of human 12S-lipoxygenase ALOX12. hit rate 1.1% among 580,000. Potency, µM (series often up to 108 µM), for inactives: at the highest dose activity change, negative = inhibition, actives largely listed as inhibitors. purified 12hLO, xylenol orange hydroperoxide absorbance. P18054; also: potency is read from the fitted curve at half-maximal effect
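Purified human 12hLO (150 nM final) in 25 mM Hepes, 0.01% Triton X-100, pH 7.0 was preincubated 15 min at room temperature with compound. Then 40 uM arachidonic acid was added, 30 min. Hydroperoxide was read by Fe-XO absorbance ratio 573/405 nm.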
GLS inhibitor – glutaminase GLS (human) inhibition | GLS enzymatic activity, qHTS titration | O94925 | Potency, µM (doses to about 45.5 µM), without a hit: at the top dose activity change, negative = inhibition, hits mostly inhibitors | hit rate 0.21% among 410,000; also: potency is read from the fitted curve at half-maximal effect
Target sequence (O94925 whole entry, looked up): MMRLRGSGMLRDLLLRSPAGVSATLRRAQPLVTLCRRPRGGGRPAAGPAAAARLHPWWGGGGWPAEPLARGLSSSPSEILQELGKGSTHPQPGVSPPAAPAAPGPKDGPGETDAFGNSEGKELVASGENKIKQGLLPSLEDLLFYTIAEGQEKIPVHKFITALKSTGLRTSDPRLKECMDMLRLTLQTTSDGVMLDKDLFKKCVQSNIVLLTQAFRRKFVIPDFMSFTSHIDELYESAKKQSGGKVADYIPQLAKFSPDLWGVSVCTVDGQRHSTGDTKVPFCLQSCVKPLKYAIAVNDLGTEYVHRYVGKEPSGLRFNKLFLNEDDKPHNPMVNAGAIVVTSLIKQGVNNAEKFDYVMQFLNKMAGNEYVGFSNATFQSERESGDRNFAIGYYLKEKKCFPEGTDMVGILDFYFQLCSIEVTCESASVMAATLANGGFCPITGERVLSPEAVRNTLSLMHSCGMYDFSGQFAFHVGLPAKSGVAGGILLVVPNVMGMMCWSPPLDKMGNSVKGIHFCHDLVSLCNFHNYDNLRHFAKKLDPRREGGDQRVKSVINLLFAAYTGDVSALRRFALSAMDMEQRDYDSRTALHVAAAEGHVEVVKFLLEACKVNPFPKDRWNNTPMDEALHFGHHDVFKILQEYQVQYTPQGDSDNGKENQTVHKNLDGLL
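Enzyme dispensed in phosphate buffer (45 mM, pH 8.2, 0.02% Tween-20), compounds pinned in, then 1 mM L-glutamine solution and the glutamate oxidase–HRP–Amplex Red mix added; fluorescence read immediately and again after 30 min at room temperature.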
* marks the source's active call; other numbers are inactive results; ? = inconclusive; [ ] = dose if it differs, or a comment. Unless noted, calls follow the shape of the dose curve; as a rule, active = well fitted inhibition curve with a large enough effect; inconclusive = small, poorly fitted or top-dose-only effect, or another doubt; inactive = no such curve, though single readings can be large or run the other way. Unless noted, % is scaled to controls: 0 for no effect and ±100 for the full control effect. These rows are one share of the data; the hit share may differ from the screen's.

Sequence of screens – PI4K2A inh, 12-LOX inh, GLS inhibitor
1: Cc1cc(C)n2c(Nc3ccc4c(c3)OCCO4)c(CCc3ccccc3)nc2n1
 : 8.1, 1.9%, 19.9%
2: Clc1ccc(NN(Cc2ccncc2)c2ccc(Cl)cc2)cc1
 : -1.4, ?, 21.4%
3: COc1cccc(C2CC(=O)Nc3cc(C)c(C)cc32)c1 (centres undefined)
 : 1.6, -2.6%, 1.0%
4: CCOc1ccc(-c2noc(-c3csc([C@@H]4C[C@H](O)[C@@H](CO)O4)n3)n2)cc1
 : -2.0, -28.7%, 7.8%
5: CCOc1ccc(Cc2c(O)nc(SC)[nH]c2=O)cc1
 : -0.2, -1.0%, 11.7%
6: CCOC(=O)N1CCN(C(=O)c2[nH]c(C(F)(F)F)nc2-c2ccccc2)CC1
 : 4.9, -32.7%, 1.9%
7: COc1ccc([C@H]2N[C@]3(CCCN(Cc4ccc(C(F)(F)F)cc4)C3=O)[C@H]3C(=O)N(C)C(=O)[C@@H]23)cc1
 : 2.4, ?, -2.1%
8: COC(=O)[C@]12CCCCC=C1N(Cc1ccco1)C(=O)[C@H](CC(=O)N1CCCCC1)C2
 : -0.8, 0.0%, -0.6%
9: CC(CC(=O)c1ccccc1)=NCC(O)CN=C(C)CC(=O)c1ccccc1 (centres undefined)
 : -2.6, 9.0%, 0.0%
10: N#Cc1ccccc1OCC(=O)N1CC(=O)Nc2ccccc21
 : -1.5, ?, -0.2%
11: C=CCNc1nc(-c2sc(NC(=O)C(C)(C)C)nc2C)c(-n2cc(-c3ccccc3)nn2)s1
 : 6.1, ?, 2.1%
12: COc1ccc(C(O)c2nc(-c3ccc(F)cc3OC)cs2)cc1 (centres undefined)
 : -3.4, 6.9%, 7.0%
13: COc1ccccc1-c1csc(C(O)c2cccc(Cl)c2)n1 (centres undefined)
 : -2.7, -9.0%, -0.6%
14: Cc1cnc(C(=O)N(c2ccc(N3CCOCC3)cc2)C2C(=O)Nc3ccccc3N=C2c2ccc(F)cc2)cn1 (centres undefined)
 : 1.8, 13.7%, 41.3%[activator]
15: COC(=O)C1C2OC(C(Br)C2Br)C1C(=O)OC (centres undefined)
 : -3.0, -0.5%, 1.0%

Additional results:
Sequence of screens – PI4K2A inh, 12-LOX inh, GLS inhibitor
16: Cc1ccc(S(=O)(=O)NC(=O)C2(C)CCN2C(=O)Cc2ccc(C(C)(C)C)cc2)nc1 (centres undefined)
 : -2.2, -13.9%, -3.2%
17: Cc1cc2nc(C(C)(C)C)c(Cc3ccsc3)n2c(C)c1Br
 : -3.1, ?, -2.2%
18: CCOC(=O)C1=C[C@@H](c2ccccc2)N(S(=O)(=O)c2ccc(C)cc2)[C@H]1c1ccc(F)cc1
 : -2.5, -4.1%, 5.5%
19: COc1ccccc1CNc1nc2cc(-c3ccc(OC)c(OC)c3)sc2c(=O)n1C
 : 3.5, 2.9%, 3.4%
20: COc1ccc(C(=O)N2CCCC(C)(C(=O)NS(=O)(=O)C3CC3)C2)c(OC)c1 (centres undefined)
 : 3.9, -10.4%, -6.6%
21: CCSc1ccc(-c2cc(NC=O)c3ncc(-c4cccc(C(=O)N(C)C)c4)n3c2)cc1
 : -2.5, -13.8%, 6.7%
22: COC(=O)[C@]12CCCCC=C1N(Cc1ccc(Cl)cc1Cl)C(=O)[C@H](CC(=O)NCc1ccccc1)C2
 : 3.0, 0.0%, -0.3%
23: Cc1cc(C)cc(C(O)c2ncc(-c3ccccc3C(F)(F)F)[nH]2)c1 (centres undefined)
 : 2.8, 6.1%, -5.7%
24: CCN(CC)C(=O)C1=C(C)N(CCCOC)C(=O)C(CC(=O)NCCc2ccccn2)C1 (centres undefined)
 : 5.5, -21.5%, -1.9%
25: CCOC(=O)C1(C)CCN1C(=O)c1ccc(-c2ccccc2)cc1 (centres undefined)
 : 2.9, 25.4%, -10.1%
26: CSc1ncnc2c1ncn2CCCNCC1CCCO1 (centres undefined)
 : -1.7, -7.8%, -0.5%
27: C[C@@H]1CN([C@@H](C)CO)C(=O)CCCn2nncc2CO[C@@H]1CN(C)S(=O)(=O)c1ccc(Oc2ccccc2)cc1
 : -0.3, -59.2%, 0.6%
28: O=C(Nc1ncccc1O)c1ccc(S(=O)(=O)NCc2ccco2)cc1
 : -2.0, 14.5%, 24.0%
29: NC(COCc1ccccc1)c1csc(Nc2cc(Oc3ccccc3)ncn2)n1 (centres undefined)
 : -0.3, 6.1%, 2.9%
30: O=C(c1[nH]c(C(F)(F)F)nc1-c1ccccc1)N1CCc2ccccc2C1
 : 0.2, -11.3%, 1.8%

Carrying on.
Sequence of screens – PI4K2A inh, 12-LOX inh, GLS inhibitor
31: COc1ccc(N2CSC(=S)N(c3ccc(OC)cc3)C2)cc1
 : 9.1, -1.0%, 2.0%
32: Cc1ccc2ccccc2c1C(O)c1ncc(-c2ccc(Cl)cc2)[nH]1 (centres undefined)
 : -0.7, ?, 6.8%
33: NC(CO)c1csc(NC(=O)Nc2ccccc2Cc2ccccc2)n1 (centres undefined)
 : 1.2, ?, 6.6%
34: CCc1noc(C)c1C(=O)N1CCCC(Nc2cccc(F)c2)C1 (centres undefined)
 : -4.2, -1.9%, 10.8%
35: CCOc1ccccc1N1C(=O)CC(Sc2ccccc2N)C1=O (centres undefined)
 : -1.4, -50.6%, 4.7%
36: COc1cc(C=C(C#N)C(=O)c2ccccc2)cc(OC)c1OC
 : -8.8, -14.3%, ?
37: COc1ccc(C2=Nc3ccccc3NC(=O)C2N(C(=O)c2cc3ccccc3[nH]2)c2ccccc2)cc1 (centres undefined)
 : -2.3, ?, 2.9%
38: CCOC(=O)C1(C)CCN1C(=O)c1ccc2c(c1)CCO2 (centres undefined)
 : 14.3, 1.4%, -1.2%
39: O=C(c1ccccc1)N1CCN(c2cc(Cl)nc3cc(-c4cccc(Cl)c4)nn23)CC1
 : -6.1, 5.1%, -0.2%
40: Cc1ncc(CO)n1Cc1ccc(Cl)cc1
 : 3.5, 7.6%, -0.9%
41: CCOC(=O)[C@]12CCC=C1N(Cc1ccc(Cl)cc1Cl)C(=O)[C@H](CC(=O)NCCCOC)C2
 : -5.3, -9.4%, 6.0%
42: NC(c1ccc(F)c(F)c1)c1nc(-c2ccc3ccccc3c2)cs1 (centres undefined)
 : 2.5, -6.5%, 0.4%
43: O=C(NCCOc1ccccc1)c1ccccc1F
 : -0.3, 14.9%, 10.2%
44: CC1(C(=O)NCc2ccc(Cl)cc2)CCN1C(=O)Cc1cccc2ccccc12 (centres undefined)
 : -1.2, -5.4%, 4.3%
45: O=C(/C=C/c1ccc(F)cc1)Nc1cc(S(=O)(=O)N2CCOCC2)ccc1N1CCOCC1
 : 4.6, 15.3%, -1.5%

Full records, looked up by structure. Screens in order: PI4K2A inh, 12-LOX inh, GLS inhibitor
Profile of NC(CO)c1csc(NC(=O)Nc2ccccc2Cc2ccccc2)n1 (centres undefined) → 1.2, ?, 6.6%
Profile of Cc1ncc(CO)n1Cc1ccc(Cl)cc1 → 3.5, 7.6%, -0.9%

Continuation:
Sequence of screens – PI4K2A inh, 12-LOX inh, GLS inhibitor
46: OC(COc1ccc(-c2ccccc2)cc1)CN1CCCCC1 (centres undefined)
 : 1.4, -28.4%, 1.6%
47: Cc1cccc(CN(C)C[C@H]2OCc3cnnn3CCCC(=O)N([C@@H](C)CO)C[C@@H]2C)c1
 : 9.4, -28.3%, 3.2%
48: Nc1ncnc2c1ncn2[C@@H]1O[C@H](C(=O)NCCCN2CCCC2=O)[C@@H](O)[C@H]1O
 : -9.9, -8.2%, 9.9%
49: COc1ccccc1C(O)c1ncc(-c2ccc(Cl)cc2)[nH]1 (centres undefined)
 : 2.2, 6.6%, 6.2%
50: N#Cc1nnn2c1nc(N)c1c(Cl)cccc12
 : -2.9, -24.1%, -8.2%
51: C[C@@H]1CN([C@@H](C)CO)S(=O)(=O)c2ccc(C#CC(C)(C)O)cc2O[C@H]1CN(C)C(=O)C1CCCCC1
 : -8.8, -14.4%, -2.6%
52: COc1cccc(-c2cnc(C(O)c3ccc(Cl)c(F)c3)[nH]2)c1 (centres undefined)
 : -0.6, -1.1%, 2.5%
53: CCCCNC(=O)C(NC(=O)c1cccnc1)C(=O)c1ccccc1 (centres undefined)
 : -1.9, ?, 8.1%
54: Cc1cccc(NC(=O)C(=O)NCC2CCCN2S(=O)(=O)c2cccs2)c1 (centres undefined)
 : -1.4, 15.7%, -0.5%
55: Cc1ccc(NCN2C(=O)c3ccccc3C2=O)cc1Cl
 : -1.1, 3.9%, 3.1%
56: O=c1cc(CN2CCN(c3ccc(Cl)c(Cl)c3)CC2)c2ccccc2o1
 : 0.9, -22.1%, 3.6%
57: CC1(C(=O)NS(=O)(=O)C2CC2)CCN(C(=O)c2ccc(F)c(Cl)c2)C1 (centres undefined)
 : -0.5, -30.5%, 3.5%
58: CC1Sc2ccccc2N(Cc2ccccc2)C1=O (centres undefined)
 : 4.4, -11.0%, -5.9%
59: CC(=O)Nc1cccc(Oc2nc(NCCN(C)C)nc3ccsc23)c1
 : -4.4, -6.1%, 19.0%
60: Cn1c(=O)c2cc(NC(=O)CCc3ccccc3)ccc2n1-c1ccccc1F
 : -1.8, -1.3%, 3.0%

Part of the list above in order of molar mass, lowest first:
Sequence of screens – PI4K2A inh, 12-LOX inh, GLS inhibitor
57: CC1(C(=O)NS(=O)(=O)C2CC2)CCN(C(=O)c2ccc(F)c(Cl)c2)C1 (centres undefined)
 : -0.5, -30.5%, 3.5%
8: COC(=O)[C@]12CCCCC=C1N(Cc1ccco1)C(=O)[C@H](CC(=O)N1CCCCC1)C2
 : -0.8, 0.0%, -0.6%
37: COc1ccc(C2=Nc3ccccc3NC(=O)C2N(C(=O)c2cc3ccccc3[nH]2)c2ccccc2)cc1 (centres undefined)
 : -2.3, ?, 2.9%

The results go on.
Sequence of screens – PI4K2A inh, 12-LOX inh, GLS inhibitor
61: CCCc1cnc(Nc2nc(C(N)Cc3ccc(OC)cc3)cs2)nc1 (centres undefined)
 : 0.0, -22.4%, 1.8%
62: Cc1ccc(NC(=O)N2CCOCC2)cc1NC(=O)N1CCOCC1
 : 3.6, 0.5%, -2.6%
63: CCCS(=O)(=O)NC(=O)C1(C)CCCN(C(=O)CSc2ccccc2)C1 (centres undefined)
 : 1.3, -54.1%, 5.7%
64: COc1ccc(NC(=O)N(C)C[C@@H]2OCc3ccccc3-c3c(n(C)c4ccccc34)C(=O)N([C@H](C)CO)C[C@H]2C)c(OC)c1
 : 4.0, -2.0%, -3.6%
65: CN(C)c1ccc(NC(=O)Nc2ccc3c(c2)c(=O)n(C)n3Cc2ccccc2)cc1
 : -7.4, -13.6%, 35.3%[activator]
66: O=C(Cn1ncc2ccccc2c1=O)Nc1cccc(C(F)(F)F)c1
 : 0.8, 1.5%, -4.4%
67: OCCN1CCN(c2ncnc3c2ncn3[C@H]2CN(Cc3ccc(Cl)cc3)C[C@@H](CO)O2)CC1
 : 2.9, -5.4%, 1.9%
68: OC(c1ccc(F)c(F)c1)c1nc(-c2ccccc2)cs1 (centres undefined)
 : -0.7, -14.5%, 4.7%
69: Cc1nc(C(F)(F)F)ccc1C(=O)N1CCC1(C)C(=O)NS(=O)(=O)c1ccc(Cl)cc1 (centres undefined)
 : 4.3, ?, 8.4%
70: NC(Cc1ccc(C(F)(F)F)cc1)c1csc(Nc2ccc(C(=O)NCc3ccco3)cn2)n1 (centres undefined)
 : 2.8, -0.7%, 1.0%
71: OC(CNC1CCCCC1)CON=C1CCSc2c(Cl)cccc21 (centres undefined)
 : 10.8, ?, 0.4%
72: O=C(NCc1ccncc1)[C@@H]1CCCN1C(=O)[C@H]1CCCN1C(=O)c1cccs1
 : 1.2, ?, -11.1%
73: CN1CCN(c2cccc3c2S(=O)(=O)N[C@H](Cc2ccccc2)CO3)CC1
 : -6.2, 9.2%, -1.9%
74: CCOC1=C2CN(S(=O)(=O)c3ccc(C)cc3)[C@H](c3ccccc3)C[C@@H]2N(S(=O)(=O)c2ccc(C)cc2)[C@H](c2cccc(C)c2)C1
 : 1.4, -2.5%, 7.7%
75: Cc1ccccc1CC(=O)Nc1ccc2c(c1)c(=O)n(C)n2-c1cccs1
 : -8.7, -16.1%, 6.8%

Next section.
Sequence of screens – PI4K2A inh, 12-LOX inh, GLS inhibitor
76: CCc1nc2ccc(C(=O)NCc3ccccc3OC)cn2c1N(CC)Cc1cccc(Br)c1
 : -0.3, 4.4%, 5.5%
77: OCC1OC(c2ccc(O)cc2O)C(O)C1O (centres undefined)
 : 0.9, -17.1%, 0.3%
78: CN(CCCn1cnc2c(OCc3ccccc3)ncnc21)Cc1ccco1
 : 3.7, 10.3%, -4.9%
79: CC(C)Oc1ccc(F)cc1-c1cc(C(=O)NCc2ccc(C(F)(F)F)cc2)[nH]n1
 : 5.9, -1.9%, 5.5%
80: FC(F)C(F)(F)Oc1cccc(Nc2nccn3c(-c4cccc5cccnc45)cnc23)c1
 : -1.3, ?, 0.5%
81: CCSCCCn1[nH]c2ccccc2c1=O
 : -2.2, ?, 15.3%
82: C[C@@H]1CN([C@@H](C)CO)C(=O)c2cc(Br)cnc2O[C@H]1CN(C)C(=O)Nc1ccc(F)cc1
 : -2.7, 26.1%, -0.7%
